Bioassay records from PubChem BioAssay.
AMA1 RON2 block = disrupts binding of P. falciparum AMA1 to RON2 | AlphaScreen AMA1-biotinylated RON2 peptide binding | Potency, µM (series often up to 58.2 µM), for inactives: at the top dose activity change, negative = inhibition, usual class: inhibitors | hit rate 0.2% among 360,000;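 note: potency is the fitted concentration of half-maximal effect; 0% = vehicle wells and -100% = peptide control; nearly all actives have a fitted effect of over 45% in size; some results filed as inactive show a strong effect at the top dose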
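AMA1 (3D7) with his tag at 25 nM final met compounds first, then biotinylated RON2 peptide at 25 nM; detection used donor plus acceptor beads, 10 µg/mL apiece, read by AlphaScreen after 30 min at room temperature.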
TbPYK inhibitor = T. brucei pyruvate kinase inhibition; hit rate 0.12% among 410,000; AID 624173; Potency, µM (titrated, usually from 76.8 µM), for the others: at the top dose activity, negative = inhibition, most hits filed as inhibitors; TbPYK enzyme, Kinase-Glo Plus ATP luminescence, 45 min; Q57TT1; note: potency is the fitted concentration of half-maximal effect; nearly all actives have a fitted effect of over 50% in size
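Screened from lowest to highest concentration, compounds were pinned into TbPYK/substrate mixtures, and ADP (130 uM final) was added. Plates sat at room temperature for 45 min prior to Kinase-Glo Plus detection by luminescence.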
AmpC no deterg = inhibitors of E. coli AmpC beta-lactamase without detergent; P00811; AmpC nitrocefin hydrolysis, absorbance 480 nm, 0.0001% Triton; Potency, µM (series often up to 57.1 µM), inactives show at the highest dose activity change, negative = inhibition, most hits filed as inhibitors; hit rate 0.52% among 330,000;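 note: potency is the fitted concentration of half-maximal effect; plate controls were no compound for no effect and no enzyme for full effect; nearly all actives have a fitted effect of over 20% in size; some results filed as inactive show a strong effect at the top dose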
Target sequence (P00811 whole entry, looked up): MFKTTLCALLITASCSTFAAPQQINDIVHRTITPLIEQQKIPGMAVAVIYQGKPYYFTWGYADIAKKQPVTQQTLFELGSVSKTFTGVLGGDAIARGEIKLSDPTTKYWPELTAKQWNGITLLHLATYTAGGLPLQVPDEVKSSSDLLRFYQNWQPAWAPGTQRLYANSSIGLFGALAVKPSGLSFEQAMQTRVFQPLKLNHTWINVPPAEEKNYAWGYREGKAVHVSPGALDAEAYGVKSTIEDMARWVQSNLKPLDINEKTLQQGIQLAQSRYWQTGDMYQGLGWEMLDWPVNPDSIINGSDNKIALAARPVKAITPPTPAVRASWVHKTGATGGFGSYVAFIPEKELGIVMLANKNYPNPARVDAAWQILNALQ
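20 mM phosphate pH 7.0 + 0.01% (detergent screen) or 0.0001% Triton X-100; 5.3 nM AmpC reagent; cpd preinc 15 min RT; nitrocefin (800 uM stock) to start; A480 q20 s × 4 min; Activity was normalised to no-enzyme and no-compound control wells.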
AmpC inh detg = inhibitors of E. coli AmpC beta-lactamase with detergent; AmpC hydrolysis of nitrocefin, absorbance 480 nm, 0.01% Triton; Potency, µM (top dose mostly 114 µM), for the others: at the highest dose activity change, negative = inhibition, hits mostly inhibitors; hit rate 0.041% among 370,000;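 note: potency is the fitted concentration of half-maximal effect; 0% = no-compound wells and -100% = no-enzyme wells; nearly all actives have a fitted effect of over 25% in size; some results filed as inactive show a strong effect at the top dose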
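20 mM phosphate pH 7.0 + 0.01% (detergent screen) or 0.0001% Triton X-100; 5.3 nM AmpC reagent; cpd preinc 15 min RT; nitrocefin (800 uM stock) to start; A480 q20 s × 4 min; Activity was normalised to no-enzyme and no-compound control wells.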
LmPK inhibitor = inhibitors of Leishmania mexicana pyruvate kinase; purified LmPK, Kinase-Glo ATP luminescence, 1 h; Potency, µM (titrated, usually from 57.5 µM), inactives show top-dose activity change, negative = inhibition, actives largely listed as inhibitors; hit rate 0.37% among 290,000; AID 1721; note: potency is the fitted concentration of half-maximal effect
Target sequence (Q27686 whole entry, looked up): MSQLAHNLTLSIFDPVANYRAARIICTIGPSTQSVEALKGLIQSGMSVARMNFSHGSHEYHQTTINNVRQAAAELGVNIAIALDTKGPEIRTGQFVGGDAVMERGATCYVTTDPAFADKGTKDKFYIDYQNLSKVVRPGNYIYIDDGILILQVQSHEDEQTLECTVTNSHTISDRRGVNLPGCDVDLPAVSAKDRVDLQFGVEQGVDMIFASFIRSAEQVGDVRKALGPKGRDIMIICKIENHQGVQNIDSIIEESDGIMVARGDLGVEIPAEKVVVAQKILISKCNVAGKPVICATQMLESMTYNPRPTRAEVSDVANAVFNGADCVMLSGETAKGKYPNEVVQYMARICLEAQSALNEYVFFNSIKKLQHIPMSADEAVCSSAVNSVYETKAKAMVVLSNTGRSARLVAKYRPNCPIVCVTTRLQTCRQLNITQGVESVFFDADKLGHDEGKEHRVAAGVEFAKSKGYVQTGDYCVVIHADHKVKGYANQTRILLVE
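Kinase-Glo luminescence read after 1 h RT reaction of 0.1 nM LmPK with 0.5 mM PEP and 0.1 mM ADP. Activity scaled between uninhibited and enzyme-free controls.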
HCMV antiviral = human cytomegalovirus inhibition; HFF cells, HCMV-luciferase reporter, 72 h; hits give low values; AID 1259415; activity change, negative = inhibition, % at 57.5 µM; hit rate 4.5% among 410,000; in the data active = activity change below about -60%; inconclusive = no clear call, values can overlap the other calls; inactive = above about -39%
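Cell-based, HFFs, 1000 cells/well, 16 h 37C; cpds in DMSO + HCMV-luc, MOI 1 PFU/cell; 72 h 37C; OneGlo luminescence after 5 min RT; norm. to buffer vs Salinomycin 10uM.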
Sm TGR block = blocks Schistosoma mansoni thioredoxin glutathione reductase; AID 485364; Q962Y6; hit rate 3% among 360,000; Potency, µM (series often up to 114 µM), for inactives: top-dose activity change, negative = inhibition, actives largely listed as inhibitors; purified TGR, DTNB reduction, TNB absorbance 405 nm; note: potency is the fitted concentration of half-maximal effect; nearly all actives have a fitted effect of over 60% in size
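Kinetic colorimetric format: TGR-catalysed, NADPH-driven DTNB reduction monitored via TNB absorbance. Enzyme dispensed at 20 nM; compound exposure 15 min at room temperature before reaction start.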
Starred values were filed as active, the others as inactive; ? = inconclusive; / = not tested or not shown; & = joins results of further samples; [ ] = remark or other dose. Unless noted, calls come from the whole dose curve; as a rule, active = well fitted curve in the direction sought with a large enough effect; inconclusive = small, poorly fitted or top-dose-only effect, or another doubt; inactive = no such curve, though single readings can be large; an effect the other way counts as inactive or inconclusive. Unless noted, % is set by controls: 0 for no effect and ±100 for the full control effect.

SMILES | AMA1 RON2 block | TbPYK inhibitor | AmpC no deterg | AmpC inh detg | LmPK inhibitor | HCMV antiviral | Sm TGR block
CS(=O)(=O)N(CC(=O)N1CCC(C(N)=O)CC1)Cc1ccc(Cl)c(Cl)c1 | -5% | 3% | 19% | -14% | 7% | -14 | 0%
CCn1cc(C(=O)N2CCN(c3cccc(Cl)c3)CC2)c2cc(OC)c(OC)cc2c1=O | 8% | 2%&-3% | 144%[activator] | 7%&-14% | 0% | -25&-12 | 5%&-22%
CCN1C(=O)N2C[C@H]3CON(C)[C@H]3C[C@H]2c2ccccc21 | 11% | -11% | / | / | / | 35 | /
CC(C)CC1c2[nH]c3ccccc3c2CCN1C(=O)C1CCOCC1 (stereo unspecified) | 4% | 0% | 79%[activator] | 4% | 2% | -1 | -29%
Cc1cc(C)c(S(=O)(=O)N(CC(=O)NCc2cccnc2)C2CCCCC2)c(C)c1 | 3% | 2% | 84%[activator] | ? | 0% | 17 | -6%
CCOC(=O)c1cn(-c2c(Cl)cccc2Cl)c2cc(Cl)c([N+](=O)[O-])cc2c1=O | -4% | -6% | -56% | ? | 1% | ? | 0%
CCOc1ccc(-c2cc(C(=O)N/N=C/c3cccnc3)c3ccccc3n2)cc1 | 1% | -5% | -30% | 1% | -8% | -16 | -23%
COc1cc(C)c(S(=O)(=O)N2CCCC2)cc1C | 1% | -4% | -3% | ? | 1% | -12 | -2%
O=C(O)c1cccnc1Sc1ccc(Cl)cc1 | 38%[activator] | -5% | -13% | -11% | 2% | -24 | 16%
O=C(NCc1ccccc1)C1CCCN(C(=O)NCc2ccccc2)C1 (stereo unspecified) | -1% | -4% | -1% | -2% | 5% | 9 | 1%
COC(=O)c1cc(CC(=O)c2ccc(O)cc2O)c(C)o1 | 1% | 1% | -14% | 2% | -1% | 17 | 4%
Cc1sc2nc(SCC(=O)N3CC(C)OC(C)C3)n(C)c(=O)c2c1C (stereo unspecified) | 0% | -9% | 109%[activator] | -9% | -2% | -18 | -29%
O=S(=O)(c1ccc(Cl)cc1)N1CCN(c2ccccn2)CC1 | 7% | -3% | -14% | -3% | -1% | 22 | 97%[activator]
CCCOc1ccc(-c2cnc(N)s2)cc1 | -5% | 1% | -20% | -11% | -16% | 98 | -3%
O=C(O)CCc1ccc(-c2ccc(F)cc2)n1CC(=O)O | 1% | 1% | -22% | 2% | 7% | -29 | ?
CC12CCC(C(=O)Nc3cccc4ccccc34)(C1Br)C2(C)C (stereo unspecified) | 1% | 2% | -20% | -2% | 0% | 6 | 7%
O=C(O/C(=C/c1ccccc1)C(F)(F)F)c1ccccc1 | 20% | 2% | / | / | / | 2 | /
CC(=O)Nc1ccc(NC(=O)C2CCC(N3C(=O)C4C5C=CC(C6CC56)C4C3=O)CC2)cc1 (stereo unspecified) | -8% | 4% | -11% | 6% | -3% | 15 | 6%
COC(=O)c1ccc(CSc2nnc3ccc4ccccc4n23)cc1 | / | 0% | / | 6% | / | -11 | -9%
CCc1nc2ccc(C(=O)N3CCN(C)CC3)cn2c1N(CCC(C)C)CCN(C)C | -5% | 5% | / | / | / | -72* | /
COc1ccc(CCC(C)Nc2ccccc2F)cc1 (stereo unspecified) | 82%[activator] | 3% | -49% | -14% | -8% | ? | -9%
CCOC(=O)C1CCN(C(=O)N(C)C)CC1 | 3% | -20% | -2% | 3% | -3% | -1 | -1%
O=C(Nc1cccc2ccccc12)OCc1ccccc1 | -4% | -1% | / | / | / | -10 | /
CCN(CC(=O)Nc1ccc(Br)c(C)c1)CC(=O)NC(C)C | 7% | -4% | 64%[activator] | 5% | 0%[11.5 µM] | 2 | 7%
CCN1C(=O)/C(=C/N2CCc3ccccc3C2)SC1=S | -20% | -18% | 11% | -7% | -1% | 24 | -5%
COc1ccc(-c2nc(CN3CCC(C(=O)N4CCOCC4)CC3)c(C)o2)cc1C | -10% | -11% | 115%[activator] | 0% | 4% | 25 | -23%
COc1ccc2c(C)c(CCC(=O)NCc3ccc(C)cc3)c(=O)oc2c1 | / | -4% | / | 15% | / | -9 | 2%
COc1ccc(-c2nn(-c3ccccc3)cc2/C=C(\C#N)S(=O)(=O)c2ccccc2)cc1OC | 1% | -12% | -15% | ? | 2% | -40 | -2%
Cc1nnc(SCCn2c(N3CC(C)CC(C)C3)nc3c2c(=O)[nH]c(=O)n3C)s1 (stereo unspecified) | -4% | 7% | -12% | -3% | -3% | 17 | 12%
O=C(c1ccco1)N1CCN(C(=O)N2CCCCC2)CC1 | -19% | -8% | -4% | ? | 3% | ? | /
COc1ccc(C2=C(c3ccc(OC)c(OC)c3)CN3CCCCC3C2)cc1 (stereo unspecified) | -2% | 2% | 149%[activator] | / | / | -18 | /
COc1ccc(-c2c[n+](CC(=O)OC3CC(C)CCC3C(C)C)c3n2CCC3)cc1 (stereo unspecified) | -3% | -2% | 100%[activator] | -9% | 0% | -100* | 3%
CCCCn1c(SCC(=O)Nc2sc3c(c2C(N)=O)CCC3)nnc1-c1ccccc1 | 4% | 1% | / | / | / | 26 | /
O=C(Nc1c(-c2ccccc2)nc2ncccn12)c1cc2ccccc2oc1=O | -2% | -6% | -3% | -11% | -1% | -1 | 0%
O=C(NC(Cc1ccccc1)C(=O)O)/C(=C/c1ccc([N+](=O)[O-])cc1)NC(=O)c1ccc(Br)o1 (stereo unspecified) | -4% | -12% | -14% | 0% | -4% | -10 | 0%
O=C(NC1CC1)c1ccc2c(c1)C1C3CCC(C3)C1C(c1ccccc1)N2 (stereo unspecified) | -13% | 1% | -12% | ? | 1% | -25 | 1%
CN(Cc1ccccc1)Cc1cc(=O)oc2ccccc12 | 28% | 6% | / | / | / | 19 | /
Cc1[nH]n(-c2cccc(Cl)c2)c(=O)c1-c1ccccc1 | -6% | -5% | -29% | -1% | 4% | 88 | -1%
CCCC1(CCC)NC(=O)N(CC(=O)N2CCc3ccccc32)C1=O | -1%[11.6 µM] | -6% | -8% | / | / | 165 | /
C[C@H](CO)N1C[C@H](C)[C@H](CN(C)S(=O)(=O)c2cccc(F)c2)Oc2cc(Br)ccc2S1(=O)=O | -2% | 3% | / | / | / | -15 | /
CN(CC(=O)Nc1ccc2c(c1)OCCO2)Cc1nc2ccccc2c(=O)[nH]1 | 88%[activator] | -8% | -14% | ? | / | -20 | 1%
COc1ccccc1N1CCN(Cc2nc(N)nc(Nc3ccccc3)n2)CC1 | 1% | -4% | 27% | -5% | 1% | 1 | ?
CN(CC(=O)Nc1ccc(Cl)c(Cl)c1)Cc1nnc(-c2ccc(F)cc2)o1 | 32%[activator] | 2% | 81%[activator] | -7% | 0% | 12 | 0%
CN(C)c1ccc(N=Nc2ccccc2C(=O)OCC(=O)NCC2CCCCC2)cc1 | 11µM* | -5% | -6% | ? | -1% | -61* | -16%
O=C(NC(=S)Nc1ccccc1O)c1ccccc1Cl | 52%[activator] | 2% | -20% | 2% | -13% | 86 | /
Cc1cc(NS(=O)(=O)c2ccc(NC(=O)C(C)Oc3ccccc3Cl)cc2)no1 (stereo unspecified) | -5% | 3% | -22% | ? | / | 7 | -2%
O=C(c1ccc(F)cc1Cl)N(Cc1ccco1)C1CCS(=O)(=O)C1 (stereo unspecified) | 5% | -10% | -14% | 7% | / | -2 | ?
CCOc1cccc2cc(-c3nc(-c4ccc(Cl)cc4)c(C)s3)c(=O)oc12 | / | 2% | / | 5% | / | -7 | 4%
O=C(COC(=O)c1ccccc1SCC(=O)N1CCCC1)NCc1ccc(F)cc1 | 3% | -4% | / | / | / | -4 | /
CNC(=O)c1c(NC(=O)CCS(=O)(=O)c2ccc(C)cc2)sc2c1CCN(C(=O)OC)C2 | -6% | -2% | 30% | ? | / | -10 | -16%
CC(C)(C)C(=O)NCC12C=CC(O1)C1C(=O)N(c3ccccc3)C(=O)C12 (stereo unspecified) | -2% | ? | -30% | ? | 11% | -17 | 1.6µM*
